Source: PubChem BioAssay
TbREL1 primary: TbREL1 RNA ligase inhibitors, primary screen, biochemical, FRET fluorescence. RNA-editing ligase 1, mitochondrial (Trypanosoma brucei brucei), P86926. TbREL1 RNA ligation. inhibition, % at 9.66 µM. actives 0.49% (n = 89,000). AID 1117264, 2014;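 active = inhibition above the mean inhibition across all screened compounds plus 3 SD, cut at about 11% in these data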;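 note: 0% = plate median of test wells and 100% = NSC42067 control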
Target sequence (P86926 whole entry, looked up): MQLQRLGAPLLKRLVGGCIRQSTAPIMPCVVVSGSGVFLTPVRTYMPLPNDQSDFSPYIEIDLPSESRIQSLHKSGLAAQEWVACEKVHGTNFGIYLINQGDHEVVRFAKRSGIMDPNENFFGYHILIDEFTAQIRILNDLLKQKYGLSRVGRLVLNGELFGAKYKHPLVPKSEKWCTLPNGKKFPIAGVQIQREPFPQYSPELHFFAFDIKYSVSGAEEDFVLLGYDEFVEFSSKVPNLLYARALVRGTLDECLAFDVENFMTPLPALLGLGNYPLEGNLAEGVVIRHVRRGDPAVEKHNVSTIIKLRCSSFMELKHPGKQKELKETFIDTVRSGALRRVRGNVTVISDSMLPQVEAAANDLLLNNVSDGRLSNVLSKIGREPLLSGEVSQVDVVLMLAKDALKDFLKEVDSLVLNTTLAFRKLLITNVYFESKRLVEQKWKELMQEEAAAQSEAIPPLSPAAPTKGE
The depositor's hits bear a star. Only part of the results is shown. The share of hits here may be higher or lower than overall.

Screening COc1ccc(-n2nnnc2-c2cnc(N3CCCC3)nc2C(F)(F)F)cc1 returned TbREL1 primary 0.4.
Screening COc1cc(C(=O)NCCCNc2nc3c(C)cc(C)cc3cc2C#N)cc(OC)c1OC returned TbREL1 primary 1.1.
Screening Cc1cc(Cl)n2c(nc3cc(F)c(F)cc32)c1C#N returned TbREL1 primary -4.3.
Screening Cc1ccccc1CNC(=O)c1cccc2c1C(=O)N(Cc1cccnc1)C2 returned TbREL1 primary 1.1.
`CCc1ccc(C2=NN(CCC(=O)NCc3cccs3)C(=O)CC2)cc1` gave TbREL1 primary -2.9.
COc1ccccc1NC(=O)C(=O)N/N=C(\C)CC(=O)Nc1ccc(OCc2ccccc2)cc1 was read as TbREL1 primary -1.6.
`CCOC(=O)C1CCCN(C(=O)CN2C(=O)NC(C)(c3ccc4ccccc4c3)C2=O)C1` (stereo not drawn) gave TbREL1 primary -1.9.
Screening Cc1ccc(N2CCN(/N=C\c3cccnc3)CC2)cc1 returned TbREL1 primary -3.2.
CC(C)N(CCCNC(=O)CC1Oc2ccccc2NC1=O)Cc1ccccc1 (stereo not drawn) was read as TbREL1 primary 2.6.
Oc1ccccc1C1=NC(c2ccccc2)NC(c2ccccc2)C1 (stereo not drawn) was read as TbREL1 primary 4.6.
For CN(C)Cc1c[nH]c2nc[nH]c(=O)c12 the results were TbREL1 primary 0.0.
For COc1ccccc1NC(=O)CSc1nnc(-c2ccc(NC(C)=O)cc2)n1C the results were TbREL1 primary -4.9.
For COc1ccc(N2CCN(C(=O)CCS(=O)(=O)c3ccc4c(c3)NC(=O)CO4)CC2)cc1 the results were TbREL1 primary -5.2.
Cc1ccc(S(=O)(=O)NNC(=O)c2ccccc2-n2cccc2)cc1 was read as TbREL1 primary -2.2.
`CC(=O)Nc1ccc(OCC(O)Cn2cnc3ccccc32)cc1` (stereo not drawn) gave TbREL1 primary -0.3.
Screening O=C(NCc1ccccc1)c1ccc(Cl)cc1[N+](=O)[O-] returned TbREL1 primary 1.9.
Screening CCCCOc1ccc(NC(=O)CSc2nnnn2C)cc1 returned TbREL1 primary -3.1.
O=C1CC(=C(c2ccccc2)c2ccccc2)C(=O)N1CCCN1CCN(c2cccc(Cl)c2)CC1 was read as TbREL1 primary -1.5.
For COc1ccc(N2C(=O)CCC(C(=O)c3ccccc3)=C2C)cc1 the results were TbREL1 primary -2.8.
Screening CN(C)CCNC(=O)c1ccc(-c2nn(C)c(=O)c3ccccc23)cc1 returned TbREL1 primary -1.0.
CC(C)(C)c1ccc(CS(=O)(=O)CC2(O)CCN(C(=O)c3cccc(C(F)(F)F)c3)CC2)cc1 was read as TbREL1 primary 0.6.
Screening CCCOc1ccc(N2C(=O)CC(NCC(=O)OCC)C2=O)cc1 (stereo not drawn) returned TbREL1 primary 0.3.
Screening COc1ccc2oc(C(=O)Nc3nc(C)cs3)c(C)c2c1 returned TbREL1 primary 3.6.
Cn1c(Cn2c(=O)sc3ccccc32)nnc1SCC(=O)N1CCN(c2ccccc2)CC1 was read as TbREL1 primary -2.9.
`COc1c(N)c2c(c([N+](=O)[O-])c1OC)C(=O)OC2` gave TbREL1 primary 8.2.
CCNC(=S)N1CCN(c2cccc(C(F)(F)F)c2)CC1 was read as TbREL1 primary -3.5.
Nc1c(C(=O)CSc2nnc(-c3ccccc3F)o2)c(=O)[nH]c(=O)n1C1CC1 was read as TbREL1 primary 0.8.
O=C(Cc1cccs1)Nc1ccc(-c2nc3ccccc3[nH]2)cc1 was read as TbREL1 primary 3.6.
For Cc1cccc(C(=O)NNS(=O)(=O)c2ccccc2[N+](=O)[O-])c1 the results were TbREL1 primary 0.4.
Screening Cc1cc(NC(=O)CSc2nc(-c3cccs3)nc3ccccc23)no1 returned TbREL1 primary -3.6.
Screening COc1ccc(S(=O)(=O)Nc2ccc3c(c2)N(C(C)=O)CCC3)cc1 returned TbREL1 primary -0.7.
`CC(=O)C1=C(C)N(Cc2ccc(Cl)cc2)C(=S)NC1c1ccccc1` (stereo not drawn) gave TbREL1 primary -6.5.
O=C(Nc1ccccc1-c1nnc(SCc2ccccc2)o1)c1ccccc1 was read as TbREL1 primary 7.6.
COc1ccc(C(=O)N2CCN(S(=O)(=O)c3ccc(C)cc3)CC2)cc1S(=O)(=O)N1CCOCC1 was read as TbREL1 primary -3.6.
For Cc1ccc(C(=O)Nc2c3c(nn2C(C)(C)C)CS(=O)(=O)C3)cc1C the results were TbREL1 primary -2.2.
Screening CCC[C@H]1CN(c2ccc(Br)cc2)C(=O)[C@@H]1CC(=O)Nc1ccccc1 returned TbREL1 primary -2.2.
Screening Cc1ccc(C(=O)N/C(=C\c2ccc3c(c2)OCO3)C(=O)N2CCOCC2)cc1 returned TbREL1 primary 3.1.
For Cc1nn(-c2ccccc2)c2sc(C(=O)N3CCN(S(=O)(=O)c4ccc(Br)s4)CC3)cc12 the results were TbREL1 primary -0.3.
For O=C(/C=C/c1ccc(Br)cc1)NC(=S)Nc1ccc(S(=O)(=O)Nc2nccs2)cc1 the results were TbREL1 primary -0.6.
COc1ccc(F)cc1CSc1nnnn1-c1ccc(O)cc1 was read as TbREL1 primary 0.0.
Screening CC(C)(C)C1=Nn2c(nnc2-c2ccc(C(C)(C)C)cc2)SC1 returned TbREL1 primary 0.5.
For Cc1noc(C)c1COc1ccccc1C(=O)NNC(=O)c1ccc(F)cc1 the results were TbREL1 primary -2.0.
Screening O=C(Cn1nnc(-c2cccs2)n1)N1CCc2ccccc2C1 returned TbREL1 primary -0.1.
Screening CN(CC(=O)Nc1ccc(F)cc1)C(=O)c1ccc(N2C(=O)CCC2=O)cc1 returned TbREL1 primary -1.2.
CC(=O)N1CCC(N(C(=O)Nc2c(F)cccc2F)C(C)C)CC1 was read as TbREL1 primary 4.2.
Cc1cc(C)cc(C(=O)NCC(=O)OCC(=O)c2c(N)n(C)c(=O)n(C)c2=O)c1 was read as TbREL1 primary 4.2.
Cc1cccc(C(C)C)c1NS(=O)(=O)c1cn(C)nc1C was read as TbREL1 primary -1.6.
Screening O=C(OCc1cn([C@H]2CN(C(=O)c3cccs3)[C@@H](c3ccc(Cl)cc3)C[C@@H]2O)nn1)c1ccccc1 returned TbREL1 primary 0.2.
For CC(C)C(NC(=O)c1ccc(Cl)cc1Cl)C(=O)NCCc1ccccn1 (stereo not drawn) the results were TbREL1 primary 0.2.
`Cc1cc(Cl)ccc1OC(C)c1nnc(N)s1` (stereo not drawn) gave TbREL1 primary 0.1.
`C=CC[C@@H](CC(=O)N(CCO)Cc1ccccc1)C(=O)N[C@@H](C)COC(=O)[C@@H](CC=C)CC(=O)OC(C)(C)C` gave TbREL1 primary -1.5.
Screening COc1ccc(C2CC(c3ccccc3F)=NN2c2ccc(S(N)(=O)=O)cc2)cc1 (stereo not drawn) returned TbREL1 primary -1.6.
`CCCNC(=O)c1onc(CSc2ccc(F)cc2)c1C(=O)NCC1CC1` gave TbREL1 primary 0.7.
COc1ccc(/C=C/C(=O)c2ccc[nH]2)cc1OC was read as TbREL1 primary 0.7.
`CCCc1cc(=O)[nH]c(SCC(=O)N2CCc3cc(OC)c(OC)cc3C2)n1` gave TbREL1 primary 0.0.
O=C(COC(=O)CC1CCCC1)Nc1cccc(F)c1 was read as TbREL1 primary -1.9.
`Cc1ccc(S(=O)(=O)N(C)C)cc1NC(=O)c1cc(S(=O)(=O)N2CCCCC2)ccc1N1CCOCC1` gave TbREL1 primary -0.9.
O=C(CSc1nc(C2CC2)nc2ccccc12)N1CCc2ccccc21 was read as TbREL1 primary 0.4.
For O=S(=O)(c1ccc(Br)s1)N1CCN(c2ccccn2)CC1 the results were TbREL1 primary 1.3.
For CCN1C(=O)[C@H]2[C@@H](c3ccc(-c4ccc(F)cc4)c(OC)c3)N3CCC[C@@]3(C(=O)OC)[C@H]2C1=O the results were TbREL1 primary -2.2.

Overlap with the part before: 7 entries, followed by the next part.
COc1ccc(/C=C/C(=O)c2ccc[nH]2)cc1OC was read as TbREL1 primary 0.7.
`CCCc1cc(=O)[nH]c(SCC(=O)N2CCc3cc(OC)c(OC)cc3C2)n1` gave TbREL1 primary 0.0.
O=C(COC(=O)CC1CCCC1)Nc1cccc(F)c1 was read as TbREL1 primary -1.9.
`Cc1ccc(S(=O)(=O)N(C)C)cc1NC(=O)c1cc(S(=O)(=O)N2CCCCC2)ccc1N1CCOCC1` gave TbREL1 primary -0.9.
O=C(CSc1nc(C2CC2)nc2ccccc12)N1CCc2ccccc21 was read as TbREL1 primary 0.4.
For O=S(=O)(c1ccc(Br)s1)N1CCN(c2ccccn2)CC1 the results were TbREL1 primary 1.3.
For CCN1C(=O)[C@H]2[C@@H](c3ccc(-c4ccc(F)cc4)c(OC)c3)N3CCC[C@@]3(C(=O)OC)[C@H]2C1=O the results were TbREL1 primary -2.2.
`CC(=O)Nc1ccc(NC(=O)CNC(=O)c2cccc(C)c2)cc1` gave TbREL1 primary -0.2.
For Cc1cc(=O)n2cn[nH]c2n1 the results were TbREL1 primary 1.4.
`CCOc1ccccc1-n1c(SCC(=O)Nc2nccs2)nnc1-c1ccoc1C` gave TbREL1 primary -1.3.
Screening Cc1cc(C)cc(NC(=O)NC2CCN(S(=O)(=O)c3ccc(F)cc3)CC2)c1 returned TbREL1 primary 3.6.
For O=C1c2ccccc2C(c2nnnn2-c2ccc3c(c2)OCCO3)N1Cc1ccco1 (stereo not drawn) the results were TbREL1 primary 2.9.
`CC(C)CNC(=S)NC1CC2CCC(C1)N2Cc1ccccc1` (stereo not drawn) gave TbREL1 primary -3.0.
For COc1cc2c(cc1OC)C(=O)CCC2 the results were TbREL1 primary -0.8.
`O=C(NC1(C(F)(F)F)N=C2SCCN2C1=O)c1ccco1` (stereo not drawn) gave TbREL1 primary 0.1.
Screening COc1ccc(-c2cn3ccc(C)cc3n2)cc1 returned TbREL1 primary 8.2.
`CCc1ccc(C(=O)C(C)OC(=O)CNS(=O)(=O)c2ccc(C)cc2)cc1` (stereo not drawn) gave TbREL1 primary -1.0.
C[C@H]1CN([C@@H](C)CO)C(=O)CCCn2cc(nn2)CO[C@@H]1CN(C)S(C)(=O)=O was read as TbREL1 primary 4.6.
NS(=O)(=O)c1ccc(NC(=O)CSc2nc3c(c(=O)[nH]2)CCCC3)cc1 was read as TbREL1 primary -1.0.
CCCCN(CCCNC(=O)C1CCN(S(=O)(=O)N2CCOCC2)CC1)c1ccccc1 was read as TbREL1 primary -3.2.
Cc1cccnc1NC(=O)C1CCN(S(=O)(=O)c2ccc3ccccc3c2)CC1 was read as TbREL1 primary -1.4.
For CC(C)C[C@H](N)c1cn([C@@H](CCCCN)C(=O)N2CCNCC2)nn1 the results were TbREL1 primary -1.3.
For COc1ccc(N2CCN(c3cc(C)c4ccc(O)cc4n3)CC2)cc1 the results were TbREL1 primary -6.1.
Screening COCCOC(=O)c1[nH]c2c(c1C)C(=O)CC(c1cccs1)C2 (stereo not drawn) returned TbREL1 primary -0.3.
`CCOc1ccc(C(=O)NNC(=O)CN2C(=O)C3CC=CCC3C2=O)cc1OC` (stereo not drawn) gave TbREL1 primary -1.5.
For NS(=O)(=O)c1ccc(CCNC(=O)CNC(=O)c2ccc(Oc3ccccc3)cc2)cc1 the results were TbREL1 primary -0.4.
`Cc1ccc(CNC(=O)CNC(=S)N(Cc2ccccc2)Cc2cccnc2)cc1` gave TbREL1 primary -3.6.
For O=C(Nc1nc(-c2ccco2)c(-c2ccco2)s1)c1ccco1 the results were TbREL1 primary 51.5*.
`Nc1cc(=O)[nH]c(SCC(=O)Nc2ccc(S(=O)(=O)N3CCCCC3)cc2)n1` gave TbREL1 primary 7.0.
Cc1ccc(S(=O)(=O)NCC(c2ccco2)N2CCc3ccccc32)cc1 (stereo not drawn) was read as TbREL1 primary -7.1.
CCCc1nc2ccc(C)cn2c1Cc1ccccc1C(F)(F)F was read as TbREL1 primary -0.2.
For O=C(CCN1C(=O)C2C3C=CC(C3)C2C1=O)Nc1ccccn1 (stereo not drawn) the results were TbREL1 primary -0.5.
`O=C(c1ccc(F)cc1)N1CCC(O)(c2cccnc2)CC1` gave TbREL1 primary -0.3.
For CCN(CC)c1ccc(NC(=S)NC(=O)c2cccs2)cc1 the results were TbREL1 primary -5.3.
`CCCCCCCCCc1conc1C(=O)/C=C/c1oc2c(c1C)CCC(C)C2` (stereo not drawn) gave TbREL1 primary 0.7.
Screening COc1ccc(S(=O)(=O)Nc2c(C)nn(C)c2C)cc1Br returned TbREL1 primary -1.9.
`CCOC(=O)Cn1c(S(=O)(=O)Cc2ccc(Cl)cc2)nc(-c2ccccc2)c1-c1ccccc1` gave TbREL1 primary 4.1.
For Cc1cc(N2CCCCC2)n2ncc(-c3ccccc3)c2n1 the results were TbREL1 primary -2.3.
`O=C(CSc1nc(=O)n(CCN2CCOCC2)c2c1CCC2)Nc1ccc(OC(F)(F)F)cc1` gave TbREL1 primary -0.2.
Screening COc1ccc(NC(C)c2cc(Cl)ccc2O)cc1 (stereo not drawn) returned TbREL1 primary -2.2.
For Cn1c(=O)n(CC(=O)Nc2ccc(F)cc2)c2ccccc21 the results were TbREL1 primary 6.6.
For O=C(c1ccccc1)c1nc2ccccc2[nH]c1=O the results were TbREL1 primary -1.6.
`O=C1c2cc3ccccc3c(-c3ccccc3)c2C(=O)N1c1ccccn1` gave TbREL1 primary -0.2.
`CCCCn1c(N)c(N(CCOC)C(=O)c2sc3ccccc3c2Cl)c(=O)[nH]c1=O` gave TbREL1 primary 0.7.
O=C(NCCCn1ccnc1)C1CCCN(S(=O)(=O)c2cc(Cl)ccc2Cl)C1 (stereo not drawn) was read as TbREL1 primary -3.0.
`CCOc1ccccc1N(CC(=O)NC(C)(C)C)C(=O)Cn1nnc(-c2ccc(C)o2)n1` gave TbREL1 primary -0.9.
CCN(c1ccccc1)S(=O)(=O)c1cc2c(cc1C)N(C)CCO2 was read as TbREL1 primary -5.0.
`CCCCn1c(N)c(N(CCOC)C(=O)c2ccco2)c(=O)[nH]c1=O` gave TbREL1 primary 0.8.
For O=C(Nc1nnc(CC(=O)N2CCOCC2)s1)c1cccs1 the results were TbREL1 primary 1.4.
`CC(NC(=O)C1CCN(S(=O)(=O)N2CCC3(CC2)OCCO3)CC1)c1ccccc1` (stereo not drawn) gave TbREL1 primary -0.1.

3 entries out of the list, ordered by length of the SMILES, highest first:
Cc1ccc(S(=O)(=O)NCC(c2ccco2)N2CCc3ccccc32)cc1 (stereo not drawn) was read as TbREL1 primary -7.1.
`O=C(c1ccc(F)cc1)N1CCC(O)(c2cccnc2)CC1` gave TbREL1 primary -0.3.
For O=C(c1ccccc1)c1nc2ccccc2[nH]c1=O the results were TbREL1 primary -1.6.
